RGS4 inhibitor = inhibitors of human regulator of G protein signaling 4. Potency, µM (titrated, usually from 114 µM), inactives show top-dose activity change, negative = inhibition, most hits filed as inhibitors. AID 504845. 0.039% of 390,000 active. Transcreener GDP fluorescence polarization, RGS4-accelerated GTP hydrolysis; also: potency is read from the fitted curve at half-maximal effect; % is scaled to controls: 0 for no effect and ±100 for the full control effect; nearly all actives have a fitted effect of over 75% in size; some results filed as inactive show a strong effect at the top dose
Target sequence (P49798 whole entry, looked up): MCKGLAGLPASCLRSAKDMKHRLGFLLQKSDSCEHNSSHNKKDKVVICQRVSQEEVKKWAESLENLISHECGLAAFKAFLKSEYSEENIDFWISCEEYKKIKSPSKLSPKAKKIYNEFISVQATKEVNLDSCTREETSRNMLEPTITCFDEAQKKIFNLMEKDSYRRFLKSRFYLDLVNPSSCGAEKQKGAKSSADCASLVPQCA
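MLSMR compounds (23 nl, pin-transferred) preincubated 10 min at room temperature with a 500nM (2x) first reagent, then RGS4 at 900nM (2x) plus Transcreener GDP mix added; fluorescence polarization (620/688 nm) read before and after 90 min at 30 °C.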
TrxR1 substrate = rat thioredoxin reductase 1 substrate activity. O89049. purified TrxR1 substrate turnover, NADPH consumption readout. Potency, µM (top dose mostly 114 µM), without a hit: top-dose activity change, negative = substrate turnover. 0.01% of 390,000 active. AID 588456; also: potency is read from the fitted curve at half-maximal effect; % is scaled to controls: 0 for no effect and ±100 for the full control effect; nearly all actives have a fitted effect of over 50% in size
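Rat TrxR1, dispensed at 90 nM, was prereduced with 400 uM NADPH (final) for 5 min at ~22 deg C, then incubated with compound 15 min before 400 uM selenite. A first-read NADPH fluorescence drop versus no-compound background flagged substrates.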
Glioma ERSR ind = inducers of ER stress response in human glioma cells | AID 602332 | Potency, µM, for inactives: at the top dose activation, hits mostly activators | U87-MG GRP78 promoter luciferase reporter, 16 h | 0.02% of 420,000 active; also: potency is read from the fitted curve at half-maximal effect; series mostly up to about 76 µM; % of control where 0% means no effect; nearly all actives have a fitted effect of over 35% in size
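Stably transfected U87-MG human glioma cells carrying a GRP78-based luminescent sensor were seeded at 1000 cells/well, pin-dosed with compounds and incubated 16 h. Luciferase reagent was then added, and end-point luminescence was read after 10 min at room temperature.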
Vif-APOBEC3F blk = Vif-A3F binding inhibition; 0.2% of 390,000 active; Potency, µM (highest dose often 46.1 µM), without a hit: at the highest dose activity, negative = active; HeLa A3F-eYFP + Vif (tagged APOBEC3F with the HIV-1 protein that degrades it), YFP fluorescence increase; also: potency is read from the fitted curve at half-maximal effect; % of control where 0% means no effect; nearly all actives have a fitted effect of over 65% in size
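Fluorescence increase (Ex 488/Em 500-530) after overnight compound treatment at 37 deg C flags inhibition of Vif-driven A3F-eYFP loss in stable HeLa A3F-eYFP/Vif cells seeded overnight beforehand.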
rTrxR1 inhibitor = blocks rat thioredoxin reductase 1 | O89049 | recombinant rTrxR1, NADPH fluorescence consumption, selenite substrate | Potency, µM (titrated, usually from 114 µM), without a hit: at the top dose activity change, negative = inhibition, most hits filed as inhibitors | 1% of 390,000 active | AID 588453; also: potency is read from the fitted curve at half-maximal effect; % is scaled to controls: 0 for no effect and ±100 for the full control effect; nearly all actives have a fitted effect of over 65% in size
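Rat TrxR1 (90 nM in the dispensed reagent) was pre-reduced with 400 uM NADPH for 5 min at room temperature, then incubated with compound for 15 min. After 400 uM selenite was added, NADPH fluorescence (Ex 340/Em 450 nm) was followed for 8 min.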
mIDH1 inhibitor = blocks human mutant IDH1 R132H enzyme; IDH1-R132H enzyme, NADPH consumption, diaphorase/resazurin fluorescence; Potency, µM (doses to about 76.6 µM), for the others: at the top dose activity change, negative = inhibition, most hits filed as inhibitors; 0.093% of 390,000 active; AID 602179; O75874; also: potency is read from the fitted curve at half-maximal effect; % is scaled to controls: 0 for no effect and ±100 for the full control effect; nearly all actives have a fitted effect of over 65% in size
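IDH1-R132H (0.5 ug/mL dispensed) in pH 7.5 Tris buffer was preincubated 30 min with compound, then given a substrate mix of 0.016 mM NADPH and 2 mM alpha-KG for 80 min at room temperature; remaining NADPH was read by diaphorase/resazurin fluorescence.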
USP1-UAF1 inh = USP1/UAF1 (human) deubiquitinase inhibition; O94782; recombinant USP1/UAF1, Ub-Rhodamine cleavage fluorescence; 0.23% of 390,000 active; Potency, µM (doses to about 57.1 µM), without a hit: top-dose activity change, negative = inhibition, hits mostly inhibitors; also: potency is read from the fitted curve at half-maximal effect; % is scaled to controls: 0 for no effect and ±100 for the full control effect; nearly all actives have a fitted effect of over 60% in size; inactives centre near -12
Target sequence (O94782 whole entry, looked up): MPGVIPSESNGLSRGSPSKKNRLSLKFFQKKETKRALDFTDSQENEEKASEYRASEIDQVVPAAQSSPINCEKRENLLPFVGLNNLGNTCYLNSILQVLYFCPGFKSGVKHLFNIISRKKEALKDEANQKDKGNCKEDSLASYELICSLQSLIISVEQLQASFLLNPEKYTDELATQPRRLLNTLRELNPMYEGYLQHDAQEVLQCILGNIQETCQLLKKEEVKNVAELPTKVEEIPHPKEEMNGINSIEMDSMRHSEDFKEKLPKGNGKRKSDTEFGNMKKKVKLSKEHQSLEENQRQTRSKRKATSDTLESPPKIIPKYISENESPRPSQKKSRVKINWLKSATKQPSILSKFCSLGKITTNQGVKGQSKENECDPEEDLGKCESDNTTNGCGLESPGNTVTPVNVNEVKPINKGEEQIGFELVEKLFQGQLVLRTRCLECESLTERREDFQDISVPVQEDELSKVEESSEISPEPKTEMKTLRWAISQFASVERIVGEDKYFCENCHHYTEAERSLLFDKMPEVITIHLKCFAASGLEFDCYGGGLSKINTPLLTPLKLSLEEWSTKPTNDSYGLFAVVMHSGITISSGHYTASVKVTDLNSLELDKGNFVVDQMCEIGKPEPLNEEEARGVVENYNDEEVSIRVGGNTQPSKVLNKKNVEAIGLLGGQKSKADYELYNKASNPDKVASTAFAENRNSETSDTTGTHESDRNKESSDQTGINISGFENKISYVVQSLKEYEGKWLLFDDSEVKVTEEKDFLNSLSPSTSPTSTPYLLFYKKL
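In this screen, compounds sit with the deubiquitinase complex (1nM) for 15 min at room temperature before Ub-Rho is added at 150nM final. Fluorescence rise is then followed for 6 reads every 60 seconds.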
LDHA block = LDHA (human) enzyme inhibition; activity change, % (values are at about 110 or 230 µM); 0.15% of 480,000 active; purified LDHA, NADH/diaphorase-resazurin fluorescence; stronger effect = lower value; P00338; in the data active = activity change below about -30%; inconclusive = mostly about -25% to -30%;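 also: plate controls were DMSO wells for no effect and wells without enzyme for full effect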
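Human LDH5 (2 nM) was incubated with 0.06 mM NADH and 0.2 mM pyruvate for 5 min at room temperature in Tris pH 7.4. Remaining NADH was coupled through diaphorase/resazurin, and resorufin fluorescence was read at 0 and 20 min.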
Vif-A3G inh = inhibitors of Vif-APOBEC3G interaction; AID 602310; 0.076% of 410,000 active; HeLa A3G-eYFP + Vif (tagged APOBEC3G with the HIV-1 protein that degrades it), YFP fluorescence, overnight; Potency, µM (doses to about 46.1 µM), for the others: at the highest dose activity, negative = active, hits mostly inhibitors; Q9HC16;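 also: potency is read from the fitted curve at half-maximal effect; % is scaled to controls: 0 for no effect and ±100 for the full control effect; nearly all actives have a fitted effect of over 60% in size; hits raise eYFP signal because A3G escapes Vif-driven loss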
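HeLa cells stably expressing Vif and C-terminally eYFP-tagged A3G, seeded overnight at 37 deg C, then exposed to compound by pintool overnight at 37 deg C. Rise in yellow fluorescence (Ex 488/Em 500-530, Acumen) marks blocked Vif-driven A3G degradation.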
* marks the source's active call; other numbers are inactive results; ? = inconclusive; / = no result given; [ ] = dose if it differs, or a comment. Unless noted, calls follow the shape of the dose curve; as a rule, active = well fitted curve in the direction sought with a large enough effect; inconclusive = small, poorly fitted or top-dose-only effect, or another doubt; inactive = no such curve, though single readings can be large; an effect the other way counts as inactive or inconclusive.

Field names: A = RGS4 inhibitor; B = TrxR1 substrate; C = Glioma ERSR ind; D = Vif-APOBEC3F blk; E = rTrxR1 inhibitor; F = mIDH1 inhibitor; G = USP1-UAF1 inh; H = LDHA block; I = Vif-A3G inh
> COc1cccc(C(=O)Nc2ccc(-c3nc4ccccc4o3)c(O)c2)c1
  A: 3%	B: 171%[activator][57.1 µM]	C: ?	D: -25%	E: 42%[activator][57.1 µM]	F: 2%	G: -19%	H: -12	I: -14%
> CN(CCOc1ccccc1)C(=O)c1cc(S(=O)(=O)N2CCCCC2)ccc1Cl
  A: -3%	B: -4%	C: -3%	D: 1%	E: 2%	F: 0%	G: -21%	H: -3	I: 3%
> COc1ccc(CCNc2cc(C)nc3c(-c4ccccc4OC)cnn23)cc1OC
  A: -6%	B: 63%[activator]	C: -1%	D: 0%	E: 121%[activator]	F: 13%	G: -20%	H: 8	I: -5%
> Cc1cccc(C)c1Nc1ncnc(N)c1[N+](=O)[O-]
  A: -2%	B: -16%	C: -4%	D: -4%	E: -18%	F: 4%	G: -16%	H: -8	I: 0%
> COc1ccc(Cl)cc1N(CC(=O)NC(C)(C)C)S(=O)(=O)c1ccc(C)c([N+](=O)[O-])c1
  A: -24%	B: -13%	C: -6%	D: 9%	E: -7%	F: 7%	G: -23%	H: 1	I: 3%
> CCOC(=O)c1c(C)c(C(=O)Nc2ccccc2)c(C)n1CC
  A: 7%	B: 2%[57.1 µM]	C: 14%	D: -20%	E: -4%[57.1 µM]	F: -2%	G: -2%	H: -6	I: -2%
> Cc1ccc(Cn2ccc(-c3cnc(-c4ccccc4)s3)n2)cc1
  A: 4%	B: 127%[activator][57.1 µM]	C: 4%	D: -4%	E: 73%[activator][57.1 µM]	F: 3%	G: -13%	H: -6	I: -1%
> O=C(O)CCCCCN=Cc1c(O)c2ccccc2oc1=O
  A: -26%	B: -22%[57.1 µM]	C: -3%	D: -2%	E: 14%[57.1 µM]	F: 3%	G: -5%	H: -7	I: -5%
> CCC(=O)Nc1cc(-c2cn3cccnc3n2)ccc1OC
  A: 3%	B: 8%[57.1 µM]	C: 3%	D: 1%	E: 14%[57.1 µM]	F: -16%	G: 1%	H: -5	I: 5%
> CC(C)(C)n1ncc2c(=O)n(Cc3ccc(C#N)c(F)c3)cnc21
  A: /	B: -2%	C: -1%	D: /	E: -1%	F: /	G: /	H: /	I: 0%
> Cc1ccccc1C(=O)N1CCC(C(=O)Nc2ccc3c(c2)OCCO3)CC1
  A: -17%	B: 6%	C: 0%	D: /	E: 22%	F: -3%	G: -7%	H: -5	I: 2%
> COc1ccc(/C=N/NC(=O)c2ccc(COc3cccc4cccnc34)cc2)cc1O
  A: -1%	B: -15%	C: -2%	D: -5%	E: -16%	F: 4%	G: -6%	H: 1	I: -18%
> O=C(CCSc1ccc(Cl)cc1)N1CCN(c2ncccn2)CC1
  A: -9%	B: -10%	C: 0%	D: -3%	E: -10%[57.1 µM]	F: -5%	G: 4%	H: -4	I: 3%
> O=C(COC(=O)c1cc2ccccc2cc1O)Nc1cccnc1Cl
  A: -37%	B: 0%	C: 1%	D: -2%	E: 11%	F: 7%	G: -14%	H: 12	I: 0%
> CCN(CC)c1ccc(NC(=O)CN2CCN(c3ccccc3OC)CC2)cc1
  A: -19%	B: 5%[57.1 µM]	C: -3%	D: 3%	E: 15%[57.1 µM]	F: 23%	G: -11%	H: 6	I: 1%
> O=C(NNC(=S)Nc1ccccc1)c1cccc(S(=O)(=O)N2CCOCC2)c1
  A: -18%	B: 1%[57.1 µM]	C: 2%	D: 7%	E: 18%[57.1 µM]	F: 5%	G: -16%	H: -6	I: 2%
> COCC(C)(C)COS(N)(=O)=O
  A: 26%	B: -3%	C: 0%	D: -6%	E: 2%	F: -9%	G: 0%	H: -6	I: 0%
> Cc1ccc(C)c(NC(=S)N2CCN(c3cccc(C(F)(F)F)c3)CC2)c1
  A: -1%	B: -2%	C: -1%	D: -4%	E: 10%	F: 2%	G: -10%	H: -5	I: 0%
> CCN(CC)c1cc(C)c2cc(NC(=O)c3cccc(F)c3)ccc2n1
  A: -5%	B: -7%	C: 2%	D: -7%	E: 17%	F: 12%	G: ?	H: 3	I: -8%
> NS(=O)(=O)c1cccn1-c1ncc(C(F)(F)F)cc1Cl
  A: -45%	B: 1%	C: -3%	D: /	E: 2%	F: 3%	G: -9%	H: 0	I: 1%
> CCOc1ccc(NC(=O)C(CC(=O)O)Cc2ccc(C)cc2)cc1 (stereo not given)
  A: 13%	B: 8%[57.1 µM]	C: 0%	D: -1%	E: 17%[57.1 µM]	F: 19%	G: -17%	H: -7	I: -8%
> CC(=O)N1CCN(S(=O)(=O)c2cccc(C(=O)NNC(=O)COc3ccc(F)cc3)c2)CC1
  A: -28%	B: -4%	C: -3%	D: -5%	E: 5%	F: 2%	G: 2%	H: -10	I: 0%
> COC(=O)c1ccc(CN2CCN(CCC(C)C)C(CCO)C2)cc1 (stereo not given)
  A: 0%	B: 7%	C: 14%	D: 2%	E: 18%	F: -6%	G: -12%	H: -3	I: -12%
> O=C(COC(=O)C1CCC1)Nc1ccccc1Sc1ccccc1
  A: -32%	B: -4%	C: -4%	D: -4%	E: 9%	F: 9%	G: -19%	H: 3	I: 1%
> CCOC(=O)c1c(C)[nH]c2cc(Br)c(O)cc12
  A: -30%[56.9 µM]	B: -6%	C: 11%	D: 5%	E: -8%	F: 18%	G: -17%	H: -1	I: -9%
> Cc1[nH]c(=O)[nH]c(=O)c1/C=N/NC(=O)[C@@H](NC(=O)OC(C)(C)C)C(C)C
  A: 9%	B: -2%	C: 0%	D: -25%	E: 14%	F: 0%	G: 9%	H: 2	I: 0%
> CCN(CC)S(=O)(=O)c1ccc(C)c(NC(=O)CN(C)C)c1
  A: 23%	B: 6%[57.1 µM]	C: -2%	D: 0%	E: 8%[57.1 µM]	F: 4%	G: -3%	H: -5	I: -1%
> Cc1cccc(COc2ccc(/C(O)=C3\C(=O)C(=O)N(CCN(C)C)C3c3ccncc3)cc2)c1 (stereo not given)
  A: 0%	B: -14%	C: 1%	D: 9%	E: ?	F: -2%	G: -6%	H: 1	I: -1%
> CCOC(=O)c1c(C)[nH]c(C(=O)COC(=O)CCNS(=O)(=O)c2ccc(NC(C)=O)cc2)c1C
  A: 13%	B: -4%	C: -3%	D: -3%	E: 10%	F: -14%	G: -26%	H: -5	I: -1%
> CC(=O)c1cccc(S(=O)(=O)N2CCCC(c3nc4c(nnn4Cc4ccccc4Cl)c(=O)[nH]3)C2)c1 (stereo not given)
  A: 21%	B: 7%[57.1 µM]	C: 3%	D: 7%	E: 33%[activator][57.1 µM]	F: -15%	G: -24%	H: -10	I: -6%

4 of the entries above in order of their number in USP1-UAF1 inh, highest first.
Compound	USP1-UAF1 inh
CC(=O)N1CCN(S(=O)(=O)c2cccc(C(=O)NNC(=O)COc3ccc(F)cc3)c2)CC1	2%
CCOc1ccc(NC(=O)C(CC(=O)O)Cc2ccc(C)cc2)cc1 (stereo not given)	-17%
CC(=O)c1cccc(S(=O)(=O)N2CCCC(c3nc4c(nnn4Cc4ccccc4Cl)c(=O)[nH]3)C2)c1 (stereo not given)	-24%
CCOC(=O)c1c(C)[nH]c(C(=O)COC(=O)CCNS(=O)(=O)c2ccc(NC(C)=O)cc2)c1C	-26%

Shown with values under each structure: three of the compounds above
Results follow in this order: RGS4 inhibitor, TrxR1 substrate, Glioma ERSR ind, Vif-APOBEC3F blk, rTrxR1 inhibitor, mIDH1 inhibitor, USP1-UAF1 inh, LDHA block, Vif-A3G inh
Cc1cccc(COc2ccc(/C(O)=C3\C(=O)C(=O)N(CCN(C)C)C3c3ccncc3)cc2)c1 (stereo not given)
    0%, -14%, 1%, 9%, ?, -2%, -6%, 1, -1%
CCN(CC)S(=O)(=O)c1ccc(C)c(NC(=O)CN(C)C)c1
    23%, 6%[57.1 µM], -2%, 0%, 8%[57.1 µM], 4%, -3%, -5, -1%
CCOC(=O)c1c(C)[nH]c(C(=O)COC(=O)CCNS(=O)(=O)c2ccc(NC(C)=O)cc2)c1C
    13%, -4%, -3%, -3%, 10%, -14%, -26%, -5, -1%

Carrying on.
Field names: A = RGS4 inhibitor; B = TrxR1 substrate; C = Glioma ERSR ind; D = Vif-APOBEC3F blk; E = rTrxR1 inhibitor; F = mIDH1 inhibitor; G = USP1-UAF1 inh; H = LDHA block; I = Vif-A3G inh
> CN(CC(=O)Nc1ccc2c(c1)OCO2)S(=O)(=O)c1cccs1
  A: -3%	B: 2%[57.1 µM]	C: 11%	D: 1%	E: 12%[57.1 µM]	F: 7%	G: -16%	H: 3	I: -6%
> COc1ccc(CNC(=O)/C=C/c2cc3c(cc2Br)OCO3)cc1
  A: -13%	B: 4%	C: -5%	D: -7%	E: 12%[57.1 µM]	F: -6%	G: -2%	H: 0	I: 0%
> CN(C)CCN(C(=O)c1ccc2ccccc2c1)c1nc2c(F)cc(F)cc2s1
  A: 16%	B: -2%	C: 0%	D: 0%	E: 26%	F: 7%	G: -4%	H: -13	I: 2%
> COc1ccc(Cl)cc1NC(=O)c1noc2c1CCCC2
  A: 5%[11.4 µM]	B: 14%	C: -2%	D: 0%	E: 44%[activator]	F: 18%	G: 2%	H: -12	I: -1%

Screening results (PubChem BioAssay)

Some of the compounds tested. The share of hits here may be higher or lower than overall.
